OX1R antag-1: antagonists of human orexin 1 receptor (OX1R); Orexin/Hypocretin receptor type 1 (Homo sapiens), O43613; OX1R-expressing cells, FRET antagonist read-out; inhibition, % at 6.6 µM; 330,000 compounds, 1.8% hits; AID 485270, 2010; in the data active = inhibition mostly above about 38%, no sharp cut-off; inactive = mostly below about 40%;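 also: 0% = agonist challenge alone and 100% = reference antagonist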
Target sequence (O43613 whole entry, looked up): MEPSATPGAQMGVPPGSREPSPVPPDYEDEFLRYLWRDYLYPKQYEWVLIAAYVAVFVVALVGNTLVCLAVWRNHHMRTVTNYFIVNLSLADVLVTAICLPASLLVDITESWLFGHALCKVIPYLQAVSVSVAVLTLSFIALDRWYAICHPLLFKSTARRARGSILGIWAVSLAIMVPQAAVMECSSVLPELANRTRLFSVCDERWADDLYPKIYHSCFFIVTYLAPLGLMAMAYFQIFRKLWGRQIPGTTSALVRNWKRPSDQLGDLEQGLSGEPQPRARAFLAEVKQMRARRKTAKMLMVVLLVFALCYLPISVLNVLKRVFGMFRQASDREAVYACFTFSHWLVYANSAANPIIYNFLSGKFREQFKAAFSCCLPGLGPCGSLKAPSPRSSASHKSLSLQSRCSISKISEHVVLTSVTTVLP
OX1R antag-2: OX1R (HCRTR1) antagonists, primary screen, fluorescence, CHO/OX1R cells, Fluo-8 calcium, orexin A | Orexin/Hypocretin receptor type 1 (Homo sapiens), O43613 | Fluo-8 calcium fluorescence | inhibition, % at 5 µM | 330,000 compounds, 0.43% hits | AID 434989, 2010;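 active = inhibition above its plate's threshold, mean inhibition of all tested compounds on the plate plus 3 SD, cut at about 37% in these data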;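 also: 0% = orexin A challenge wells and 100% = SB-334867-A antagonist wells; not every result past the cut was called active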
* marks the source's active call; other numbers are inactive results.

SMILES	OX1R antag-1	OX1R antag-2
CCOC(=O)C1CCCN(C(=O)C2CCN(S(=O)(=O)N3CCC4(CC3)OCCO4)CC2)C1 (configuration not stated)	1.5	-7.3
CCC(=O)Nc1ccc(NC(=O)CSc2nnc(-c3ccco3)n2CC)cc1	3.6	-7.2
Oc1ccccc1-c1ccn[nH]1	8.0	2.6
CCOc1cc(C(=O)Nc2cc(C)ccc2OC)ccc1OCC(=O)N1CCCCC1	23.9	-39.7
CN(Cc1ccccc1Br)C(=O)CN1C(=O)NC2(CCCCCC2)C1=O	7.4	-29.5
CC(=O)Nc1ccc(S(=O)(=O)NCc2nc(-c3ccccc3Cl)no2)cc1	3.3	2.6
O=C(Nc1ccc(Br)cc1F)c1sccc1-n1cccc1	11.4	-53.3
Cc1cccnc1NC(=O)C1CCCN(S(=O)(=O)c2ccc3c(c2)oc(=O)n3C)C1 (configuration not stated)	2.2	-12.7
CCS(=O)(=O)N1CCC(NC(=O)c2ccco2)CC1	3.9	-2.3
COC(=O)c1nnn(-c2cccc(Cl)c2)c1C(=O)OC	5.0	-11.2
COC(=O)C1CCN(CC(=O)Nc2ccccc2Sc2ccccc2)CC1	8.6	-19.2
Cc1nn(C(C)(C)C)c(NC(=O)c2ccccc2)c1C#N	8.6	-4.7
CCOC(=O)C1=C(C)NC(=O)CC1c1cc2c(cc1[N+](=O)[O-])OCO2 (configuration not stated)	62.4	-2.2
O=C(COC(=O)c1cc(Br)ccc1O)NNC(=O)c1ccc(Cl)cc1	4.2	-9.3
CCOC(=O)N1CCN(c2c(-c3ccc(C(C)C)cc3)c(=O)c2=O)CC1	26.7	-16.1
Cc1nn(-c2ccccc2)c2c1C(c1ccco1)C(C#N)=C(N)O2 (configuration not stated)	10.5	5.0
Cc1ccc(SCc2[nH]nc3c2C2(CCSCC2)C(C#N)=C(N)O3)cc1	11.7	-31.8
CC1=NN(c2ccccc2)C(=O)/C1=C/C=C/C=C/N(C)C	72.6*	8.7
CC1=C(C(=O)OC2CCCCC2)C(c2cccnc2)n2nnnc2N1 (configuration not stated)	8.2	-15.4
COc1cc(C(c2nnnn2C2CCCC2)N2CCN(C(=O)c3ccco3)CC2)cc(OC)c1OC (configuration not stated)	7.9	-26.9
Cc1[nH]c2ccccc2c1C(=O)C(=O)N1CCN(c2cccc(Cl)c2)CC1	19.9	-14.4
O=C(Oc1ccc([N+](=O)[O-])cc1)c1cc(-c2ccccc2)nc2ccccc12	31.7	-17.6
O=C(Nc1ccccc1)C1CC(=O)n2c(nc3ccccc32)N1 (configuration not stated)	15.2	-1.7
O=P(c1ccccc1)(c1ccccc1)C1CCCO1 (configuration not stated)	8.6	2.9
COc1ccc(COC(=O)C2=C(C)NC(=O)NC2c2ccc(O)c(OC)c2)cc1 (configuration not stated)	8.4	-12.1
COc1ccc(-c2cc(C(=O)N/N=C/c3cc(OC)c(OC)cc3OC)c3ccccc3n2)cc1	2.8	-25.5
COc1ccc(OC)c(S(=O)(=O)Nc2cccc(C(C)=O)c2)c1	10.9	-16.2
CCn1c(C2CC(=O)N(c3cc(C)cc(C)c3)C2)nc2ccccc21 (configuration not stated)	1.1	-17.6
CCCC(=O)Nc1nn(CC(C)C)c2nc3cc(C)ccc3cc12	-2.1	-9.8
CCOC(=O)c1ccc(NC(=O)CN2CCN(C(=O)c3ccco3)CC2)cc1	1.5	-4.7

Record cards, as listed above.
Profile of O=C(Oc1ccc([N+](=O)[O-])cc1)c1cc(-c2ccccc2)nc2ccccc12 : OX1R antag-1 = 31.7; OX1R antag-2 = -17.6
Profile of Cc1nn(-c2ccccc2)c2c1C(c1ccco1)C(C#N)=C(N)O2 (configuration not stated) : OX1R antag-1 = 10.5; OX1R antag-2 = 5.0

Next section:
SMILES	OX1R antag-1	OX1R antag-2
Cc1ccccc1NC(=O)Cn1c(C)nc2ccc(NC(=O)C3CC3)cc2c1=O	5.3	-7.0
CC1CCCC(C)N1Cc1cn2ccccc2n1 (configuration not stated)	4.2	-1.1
O=C1c2ccccc2NC(c2ccccc2O)N1O (configuration not stated)	-0.7	-28.5
CC(=O)c1ccc(OCc2cc(C(=O)N3CCOCC3)no2)cc1	7.9	-15.8
COc1ccccc1C(=O)Nc1ccc2c(c1)C(=O)NC2=O	15.2	-5.3
CCc1nc2ccccc2c(C(=O)NCc2ccccc2)c1C	19.5	-22.8
CCOc1ccccc1NC(=O)n1ncc2c(C)cccc21	0.3	0.5
CC(=O)Nc1nc(N2C(=O)c3ccccc3C2=O)n(-c2ccccc2)n1	7.4	-17.5
CCC(C)NC(=O)C1CCN(S(=O)(=O)c2cccc3nonc23)CC1 (configuration not stated)	31.5	-14.8
COc1ccc(N/C=C(\C#N)c2nc3ccccc3n2C)c(OC)c1	1.6	-26.1
CCN(CC)c1ccc(C(=O)OCC(=O)Nc2ccccc2-c2ccccc2)cc1	49.4*	-2.6
CN(C)C(CNC(=O)c1cccnc1Sc1ccccc1)c1ccco1 (configuration not stated)	6.2	-9.0
CCOC(=O)C(C)Sc1nnc(-c2ccccc2O)n1Cc1ccccc1 (configuration not stated)	22.8	-24.3
Cc1nn(-c2ccccc2)c2c1C(c1ccncc1)C(C#N)=C(N)O2 (configuration not stated)	27.1	-9.4
COc1cccc(NC(=S)NCCCN2CCOCC2)c1	7.1	-15.0
O=C(COC(=O)c1cccc(S(=O)(=O)N2CCOCC2)c1)c1ccccc1	15.4	-28.4
COc1ccc(C2=NN(c3ccccc3)C(c3ccc(OC)c(OC)c3)C2)cc1 (configuration not stated)	10.3	-50.8
O=C(Nc1nn(Cc2ccccc2F)cc1Br)c1cccs1	6.7	2.9
COCCNC(=O)c1c(CSc2ccc(F)cc2)noc1C(=O)NCc1ccccc1	17.3	-20.9
CCOC(=O)N1CCN(c2cc(=O)n(C3CCCCC3)c(=O)[nH]2)CC1	19.0	9.5
Cc1c(C=O)c2ccccn2c1C(=O)c1ccc(F)cc1	1.3	-17.0
CN(Cc1ccc(F)cc1)C(=O)c1cccc(NS(=O)(=O)c2ccccc2)c1	21.9	-27.8
CN(C)C(CNC(=O)c1oc2ccccc2c1CSc1ncn[nH]1)c1ccco1 (configuration not stated)	25.4	-14.0
O=C(Nc1ccccc1)NC1CCN(Cc2ccccc2)CC1	3.4	3.5
CN(C)c1ccc(C(CC(=O)O)C(=O)O)cc1 (configuration not stated)	21.7	-8.1
CCN1CCN(C(=O)C2=CC(c3ccc(C)cc3)=NS(=O)(=O)N2C)CC1	6.1	-19.6
OCCNc1nc(-c2ccccc2)c2cc(Br)ccc2n1	31.4	-24.9
CCOc1ccc(-c2noc(CCC(=O)NCCc3ccccc3)n2)cc1OC	12.5	-29.2
O=C(NCc1ccccc1)C1CC(=O)N(c2ccc(OCC(=O)N3CCOCC3)cc2)C1 (configuration not stated)	20.6	-13.5
CC(C)NC(=O)Nc1ccc2c(c1)C(=O)N([C@H](C)CO)C[C@H](C)[C@@H](CN(C)S(=O)(=O)c1ccccc1)O2	-0.5	-9.2
O=c1[nH]c2cc3c(cc2cc1CN(CCc1ccccc1)Cc1nnnn1CC1CCCO1)OCO3 (configuration not stated)	8.7	-12.4
CC(=O)NNS(=O)(=O)c1ccc(-c2cc(C(F)(F)F)n(C)n2)s1	4.3	-16.1
Cc1cc(NS(=O)(=O)c2ccc(NC(=O)CCCOc3cccc(C)c3C)cc2)no1	16.7	-10.7
N#CCCN1CCN(C(=S)c2ccc(-c3cccc(Cl)c3)o2)CC1	4.6	-21.6
Cn1c(Sc2ccc(Cl)cc2)c(C=O)c2ccccc21	10.6	-25.5
COc1ccc(NC(=O)CCCSc2ccccc2)cc1	11.9	5.3
O=C(COC(=O)C1CC(=O)N(C2CCCCC2)C1)c1ccc(F)cc1 (configuration not stated)	1.7	-4.6
COc1ccc(C(=O)/C=C/Nc2ccc(C)cn2)cc1OC	20.6	-40.7
Cc1ccc(N2C(=O)NC(NS(=O)(=O)c3ccccc3)(C(F)(F)F)C2=O)cc1 (configuration not stated)	42.6	-13.2
COc1ccccc1CCNC(=O)CNC(=O)c1ccc2ccccc2c1	8.4	1.0
O=C(CCS(=O)(=O)c1ccc2c(c1)NC(=O)CS2)NCc1cccs1	0.3	-8.2
Oc1ccc(/C(Cc2ccc3ccccc3n2)=N\Nc2ccccc2)c(O)c1	26.9	-14.4
O=C(O)CCC(=O)N1CCN(c2nc(-c3ccccc3)c3ccccc3n2)CC1	-1.9	-26.1
O=C(CO/N=C/c1c(Cl)cccc1Cl)NNC(=O)c1cccc(Cl)c1	14.0	-13.1
Cn1c(NCc2ccc(Cl)cc2)nc2ccccc21	15.0	-26.0

Reprinted from the listing, 4 compounds:
SMILES	OX1R antag-1	OX1R antag-2
O=c1[nH]c2cc3c(cc2cc1CN(CCc1ccccc1)Cc1nnnn1CC1CCCO1)OCO3 (configuration not stated)	8.7	-12.4
CC(=O)NNS(=O)(=O)c1ccc(-c2cc(C(F)(F)F)n(C)n2)s1	4.3	-16.1
Cc1cc(NS(=O)(=O)c2ccc(NC(=O)CCCOc3cccc(C)c3C)cc2)no1	16.7	-10.7
N#CCCN1CCN(C(=S)c2ccc(-c3cccc(Cl)c3)o2)CC1	4.6	-21.6

Next part.
SMILES	OX1R antag-1	OX1R antag-2
O=c1n(Cc2ccccc2F)c2ccccc2n1Cc1ccccc1F	36.9	-35.0
O=C(Cn1nc(-c2ccccc2)ccc1=O)NCc1ccc2c(c1)OCO2	71.6*	0.1
O=C(c1ccc(Nc2cccc(C(F)(F)F)c2)nc1)N1CCCC1	20.4	-15.6
Cc1ccccc1OCC(=O)Nc1cccc(S(=O)(=O)NC2=NCCC2)c1	14.3	-21.2
Cc1ccc(-n2c(O)c(C=Nc3ccc(S(=O)(=O)Nc4ncccn4)cc3)c3ccccc3c2=O)cc1C	13.9	12.1
COc1ccc(CC(NC(C)=O)C(=O)NC2CCN(C(=O)C3CC3)CC2)cc1OC (configuration not stated)	12.4	5.6
CC1CC2(CCCC2)N(C(=O)c2ccccc2)Cc2ccccc21 (configuration not stated)	20.7	-43.1
COc1ccc(CNC(=O)CSCc2cccc(Cl)c2)cc1	13.8	-15.6
CCCCOCCCNc1ncnc2c1[nH]c1ccccc12	52.4*	8.2
COc1ccc(CCNC(=O)C2CC3Cn4c(nc5cc(C)c(C)cc54)C3N2C)cc1 (configuration not stated)	45.4	-12.6
Cc1ccc(NC(=O)C(C)Sc2nnc(C3CC3)n2C2CC2)cc1S(=O)(=O)N1CCOCC1 (configuration not stated)	0.5	-14.7
COCCCNc1nc(-c2ccncc2)nc2ccccc12	15.7	-22.3
Cc1cccc2cc(CN(Cc3ccc(F)cc3)C(=O)C(F)(F)F)c3nnnn3c12	5.2	-12.4
COc1ccccc1NC(=O)N(C1CCCC1)C1CCN(C(C)=O)CC1	16.5	2.6
CS(=O)(=O)N1CCC(C(=O)Nc2cccc(Cl)c2Cl)CC1	6.5	-5.2

Arranged by heavy-atom count (descending): 4 of the compounds above
SMILES	OX1R antag-1	OX1R antag-2
Cc1ccccc1NC(=O)Cn1c(C)nc2ccc(NC(=O)C3CC3)cc2c1=O	5.3	-7.0
Cc1ccccc1OCC(=O)Nc1cccc(S(=O)(=O)NC2=NCCC2)c1	14.3	-21.2
O=C(COC(=O)C1CC(=O)N(C2CCCCC2)C1)c1ccc(F)cc1 (configuration not stated)	1.7	-4.6
CCOc1ccccc1NC(=O)n1ncc2c(C)cccc21	0.3	0.5

(more compounds)
SMILES	OX1R antag-1	OX1R antag-2
CC(=O)Nc1ccc(OC(=O)C(CCS(C)(=O)=O)N2C(=O)c3ccccc3C2=O)cc1 (configuration not stated)	27.9	-6.7
CCOCc1nnc(NC(C)=O)s1	-12.6	-17.6
COc1ccc(/C=C/C(=O)Nc2ccc(S(=O)(=O)N3CCOCC3)cc2)c(OC)c1	14.3	-23.5
CC1(C)NC(=O)N(CNc2cc(Cl)ccc2Cl)C1=O	6.3	-8.2
CC(C)(C)c1ccc(/C=C/C(=O)N2CCc3ccccc3C2)cc1	21.8	33.3
CC1(C)CC(C#N)(N2CCOCC2)CCO1 (configuration not stated)	14.2	6.2
CCCOC(=O)c1ccc(NC(=O)c2nc3nc(C)cc(C)n3n2)cc1	0.8	-6.8
Cc1c(C(=O)OCC(=O)c2c(N)n(CC(C)C)c(=O)n(C)c2=O)oc2ccccc12	21.7	-20.9
COC(=O)/C(=C\c1c[nH]c2ccccc12)NC(C)=O	40.6	-11.8
O=c1[nH]cnc2c1nc(SCc1ccccc1)n2C1OC(CO)C(O)C1O (configuration not stated)	4.7	-10.0
CC(C)CC(=O)Nc1ccc(C(=O)COC(=O)Cc2n[nH]c(=O)c3ccccc23)cc1	0.0	-14.6
Cc1ccc(-n2nnc(-c3cccnc3Cl)n2)cc1	10.2	-36.4
NC(=O)c1sc2nc3c(c(-c4ccco4)c2c1N)CCCC3	12.9	-25.3
CSc1ncc(C(=O)Nc2ccccc2C)c(C)n1	-4.8	-13.0
COc1ccc(CCNC(=O)Cc2ccc(C)cc2)cc1OC	17.3	-18.4
CC(C)Cc1nc2oc3c(NCC(C)O)ncnc3c2c2c1CCCC2 (configuration not stated)	6.6	-29.0
Cc1cccc(C(=O)Nc2cccc(-c3cnc4ccccc4n3)c2)c1	0.9	-12.5
COc1ccccc1CN1CCC(n2nccc2NC(=O)c2ccccc2Cl)CC1	9.6	-25.8
Nc1cnnc(N/N=C\c2ccccc2)c1Cl	11.5	-13.9
CCCOc1cc(C)c(S(=O)(=O)n2nnc3ccccc32)cc1C	9.2	12.3
CCn1c(-c2cc(-c3cccc(OC)c3)nc3ccccc23)n[nH]c1=S	23.7	-34.3
S=C1NC2(CCCCCC2)N=C1c1ccccc1	23.1	13.6
COc1ccccc1NC(=O)C1CCCN(S(=O)(=O)c2ccccc2)C1 (configuration not stated)	40.7	-25.7
COc1ccccc1N1CCN(CCC(=O)Nc2cccc(Cl)c2)CC1	2.5	-38.5
O=C(NC(Cc1ccccc1)C(=O)N1CCN(S(=O)(=O)c2ccccc2F)CC1)c1ccccc1 (configuration not stated)	2.7	-17.1

Rows are unselected. About 2% of those tested had a hit in this group.
